Assay outcomes deposited in PubChem by Broad Institute.
STK33 inh: inhibitors of human STK33 kinase; hit rate 0.44% among 27,000; inhibition, % at 12.5 µM; Q9BYT3; ADP-Glo luminescence, MBP substrate; in the data active means inhibition above about 20%
Target sequence (Q9BYT3 whole entry, looked up): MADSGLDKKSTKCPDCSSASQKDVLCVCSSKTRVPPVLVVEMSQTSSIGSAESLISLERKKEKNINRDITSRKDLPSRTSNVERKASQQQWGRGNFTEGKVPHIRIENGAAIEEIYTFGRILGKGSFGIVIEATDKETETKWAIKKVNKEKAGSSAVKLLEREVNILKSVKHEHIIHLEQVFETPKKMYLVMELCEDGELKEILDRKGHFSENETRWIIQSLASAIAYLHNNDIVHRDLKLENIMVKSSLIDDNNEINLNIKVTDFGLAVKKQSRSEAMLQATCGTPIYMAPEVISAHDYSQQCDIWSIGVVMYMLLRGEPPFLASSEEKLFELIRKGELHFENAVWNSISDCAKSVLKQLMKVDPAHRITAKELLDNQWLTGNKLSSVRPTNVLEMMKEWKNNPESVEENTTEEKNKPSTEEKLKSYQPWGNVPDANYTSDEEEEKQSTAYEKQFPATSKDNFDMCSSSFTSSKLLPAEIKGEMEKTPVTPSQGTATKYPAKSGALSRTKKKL
p53 PUMA act: re-activators of the mutant p53 pathway. SW480 PUMA-promoter luciferase, p53 mutant reactivation. activation, % at 9.98 µM. hit rate 1.5% among 28,000. AID 624151; in the data active means activation above about 52%
Numbers without * were called inactive; x = not tested or not shown. An excerpt; the hit share may differ from the screen's.

SMILES | STK33 inh | p53 PUMA act
C[C@H]1CN([C@@H](C)CO)C(=O)c2cc(NC(=O)CCN3CCOCC3)ccc2O[C@@H]1CN(C)CC1CCCCC1 | 1 | x
CCn1c(SCC(=O)Nc2ccc(Cl)c(Cl)c2)nnc1-c1ccccc1C | 2 | 11
Cc1[nH]n(-c2nc3ccccc3[nH]2)c(=O)c1C1OC(=O)c2ccccc21 (stereo not drawn) | -2 | -17
Cc1noc(C)c1S(=O)(=O)Nc1ccc2c(c1)CC(=O)N([C@H](C)CO)C[C@H](C)[C@H](CN(C)Cc1ccc(C(=O)O)cc1)O2 | 0 | x
C[C@H](CO)N1C[C@H](C)[C@H](CN(C)S(=O)(=O)c2ccc(F)cc2)Oc2ncc(/C=C/c3ccccc3)cc2C1=O | -3 | 11
Cc1ccc(NC(=O)C(C)Sc2n[nH]c(C)n2)cc1 (stereo not drawn) | -1 | 5
C[C@@H]1CN([C@H](C)CO)S(=O)(=O)c2ccc(C#Cc3ccccn3)cc2O[C@@H]1CN(C)Cc1cccc(F)c1 | x | -24
COC(=O)c1sc(N2C(=O)C(=O)C(C(=O)c3ccc(OC)c(C)c3)C2c2ccco2)nc1C (stereo not drawn) | 2 | 27
CS(=O)(=O)N(CC(=O)Nc1ccc(Br)cc1F)c1cccc([N+](=O)[O-])c1 | -1 | 6
COc1cccc(NC(=O)C(C)N(c2cc(C)cc(C)c2)S(C)(=O)=O)c1 (stereo not drawn) | 0 | 4
Cc1noc(C)c1NC(=O)Nc1ccc2c(c1)C(=O)N([C@@H](C)CO)C[C@@H](C)[C@H](CN(C)C(=O)NC(C)C)OCCCC[C@H](C)O2 | x | 4
C[C@H](CO)N1C[C@H](C)[C@H](CN(C)C)Oc2ccc(NC(=O)NC3CCCCC3)cc2CC1=O | 6 | 5
Cc1noc(C)c1NC(=O)Nc1cccc2c1O[C@@H](CN(C)S(=O)(=O)c1ccc(F)cc1)[C@@H](C)CN([C@H](C)CO)C2=O | x | -4
C[C@@H]1CN([C@@H](C)CO)C(=O)c2cccc(NC(=O)Nc3ccc(C(F)(F)F)cc3)c2O[C@H]1CN(C)C | x | 2
COc1ccccc1NC(=O)CSc1ncccn1 | -1 | -4
COc1ccc(NC(=O)CN(C)S(=O)(=O)c2ccc(C)cc2)c(OC)c1 | 0 | -4
COc1ccc(/C=C/c2cc(O)cc(O[C@@H]3O[C@H](CO)[C@@H](O)[C@H](O)[C@H]3O)c2)cc1 | 0 | 64*
C[C@H](CO)N1C[C@H](C)[C@@H](CN(C)C(=O)Nc2ccc3c(c2)OCO3)OCCCC[C@H](C)Oc2ccc(NS(C)(=O)=O)cc2C1=O | x | 15
C[C@H](CO)N1C[C@H](C)[C@H](CN(C)S(C)(=O)=O)Oc2ccc(NS(=O)(=O)c3cccs3)cc2CC1=O | -2 | x
c1ccc2cc(C3=NCCN3)ncc2c1 | x | 11
C[C@H]1CN([C@@H](C)CO)C(=O)Cc2cc(NC(=O)Cn3cnnn3)ccc2O[C@H]1CN(C)S(=O)(=O)c1ccccc1 | x | 2
C[C@H](CO)N1C[C@H](C)[C@H](CN(C)Cc2ccc(Oc3ccccc3)cc2)Oc2ccc(NC(=O)Nc3cccc4ccccc34)cc2CC1=O | -2 | x
CCCCCCCCCCCCCC(=O)N[C@H](C)[C@@H](O)c1ccccc1 | -1 | 10
Cc1noc(C)c1NC(=O)Nc1cccc2c1O[C@H](CN(C)Cc1ccncc1)[C@@H](C)CN([C@H](C)CO)C2=O | x | 0
COc1ccc(S(=O)(=O)N(C)C[C@@H]2OCc3ccccc3-c3c(n(C)c4ccccc34)C(=O)N([C@@H](C)CO)C[C@@H]2C)cc1 | x | -38
C[C@H](CO)N1C[C@H](C)[C@H](CN(C)Cc2ccc(C(F)(F)F)cc2)Oc2ccc(NC(=O)CCC(F)(F)F)cc2CC1=O | 1 | x
O=[N+]([O-])c1ccc(O)c(Nc2ncnc3ccccc23)c1 | 2 | 14
Nc1nc(SCC(=O)N2CCC(c3noc4ccc(F)cc34)CC2)n[nH]1 | 2 | -23
CN(C)CCCN1C(=O)[C@@]2(Cc3ccccc31)c1ccccc1C(=O)N(C1CCCCC1)[C@H]2c1ccc(CO)cc1 | -1 | x
C[C@H](CO)N1C[C@H](C)[C@@H](CN(C)C(=O)c2cccc(F)c2)Oc2ncc(C3=CCCCC3)cc2C1=O | x | 19
C[C@@H]1CCCCO[C@H](CN(C)Cc2ccccc2)[C@H](C)CN([C@H](C)CO)C(=O)c2cc(NS(=O)(=O)c3ccccc3)ccc2O1 | x | -7
COc1cc2c(cc1OC)CN(C(=O)CSc1ncnc3sc4c(c13)CCC(C)C4)CC2 (stereo not drawn) | -3 | -1
CNC[C@@H]1Oc2ncc(-c3cccc(C(F)(F)F)c3)cc2C(=O)N([C@H](C)CO)C[C@@H]1C | 2 | x
C[C@H]1CN([C@@H](C)CO)C(=O)c2cc(C#CC3(O)CCCC3)cnc2O[C@@H]1CN(C)C(=O)C1CCOCC1 | x | 7
Cc1noc(C)c1S(=O)(=O)Nc1ccc2c(c1)CC(=O)N([C@@H](C)CO)C[C@@H](C)[C@H](CN(C)C(=O)NC(C)C)O2 | x | 5
Cc1cccc(-n2c(SCC(=O)Nc3ccc(C)cc3Br)nnc2-c2ccncc2)c1 | 4 | -2
C[C@@H]1CN([C@@H](C)CO)C(=O)c2cc(-c3ccccc3F)cnc2O[C@H]1CN(C)Cc1ccccc1F | x | 0
C[C@@H]1CN([C@H](C)CO)C(=O)c2cc(NC(=O)Nc3ccccc3)ccc2O[C@@H](C)CCCCO[C@@H]1CN(C)C(=O)C1CCCCC1 | x | -20
C[C@@H]1CN([C@H](C)CO)C(=O)Cc2cc(NS(=O)(=O)c3cn(C)cn3)ccc2O[C@@H]1CN(C)S(=O)(=O)c1cccs1 | 0 | x
C[C@H]1CN([C@@H](C)CO)C(=O)Cc2cc(NC(=O)c3ccncc3)ccc2O[C@@H]1CN(C)C(=O)Nc1ccc(F)cc1 | 0 | -1

Five of the compounds above, with two lines to a compound.
Values in the order: STK33 inh | p53 PUMA act
C[C@H]1CN([C@@H](C)CO)C(=O)c2cc(C#CC3(O)CCCC3)cnc2O[C@@H]1CN(C)C(=O)C1CCOCC1
    x | 7
Cc1noc(C)c1S(=O)(=O)Nc1ccc2c(c1)CC(=O)N([C@@H](C)CO)C[C@@H](C)[C@H](CN(C)C(=O)NC(C)C)O2
    x | 5
Cc1cccc(-n2c(SCC(=O)Nc3ccc(C)cc3Br)nnc2-c2ccncc2)c1
    4 | -2
C[C@@H]1CN([C@@H](C)CO)C(=O)c2cc(-c3ccccc3F)cnc2O[C@H]1CN(C)Cc1ccccc1F
    x | 0
C[C@@H]1CN([C@H](C)CO)C(=O)c2cc(NC(=O)Nc3ccccc3)ccc2O[C@@H](C)CCCCO[C@@H]1CN(C)C(=O)C1CCCCC1
    x | -20

Continuation.
SMILES | STK33 inh | p53 PUMA act
C[C@@H]1CN([C@H](C)CO)C(=O)c2cc(NC(=O)Nc3ccc4c(c3)OCO4)ccc2O[C@@H]1CN(C)S(=O)(=O)c1cccs1 | x | -1
CCc1ccccc1NC(=O)Cn1nc([N+](=O)[O-])cc1C | -8 | -10
CCc1cccc(C)c1NC(=O)CSc1nnc(C)n1-c1ccc(F)cc1 | -8 | -9
C[C@H]1CN([C@@H](C)CO)C(=O)c2cc(N(C)C)ccc2O[C@H]1CN(C)Cc1ccc2c(c1)OCO2 | x | -1
O=C(C[C@@H]1C[C@H]2c3cc(NC(=O)NC4CCCCC4)ccc3O[C@H]2[C@H](CO)O1)NCc1cccnc1 | x | -10
CN(CC(=O)Nc1ccccc1C(N)=O)S(=O)(=O)c1ccc(Br)cc1 | 0 | -14
CCN(CC(=O)Nc1ccc(Br)cc1)S(=O)(=O)c1ccc(Cl)cc1 | -1 | -4
CC(C)NC(=O)N(C)C[C@@H]1Oc2ncc(C#CC3(O)CCCC3)cc2C(=O)N([C@@H](C)CO)C[C@H]1C | x | 7
Cc1ccc(S(=O)(=O)N(C)C[C@H]2OCCCC[C@@H](C)Oc3ccc(NC(=O)c4ccncc4)cc3C(=O)N([C@H](C)CO)C[C@@H]2C)cc1 | -2 | x
COCC(=O)N(C)C[C@@H]1Oc2ncc(Br)cc2C(=O)N([C@H](C)CO)C[C@H]1C | x | 2
COc1ccc(S(=O)(=O)Nc2ccc3c(c2)C(=O)N([C@@H](C)CO)C[C@H](C)[C@@H](CN(C)S(=O)(=O)c2ccc(Cl)cc2)O3)cc1 | -1 | x
O=C(CCSc1nc2ccccc2s1)Nc1ccccc1Cl | 0 | -7
Cc1noc(C)c1S(=O)(=O)Nc1ccc2c(c1)C(=O)N([C@H](C)CO)C[C@H](C)[C@H](CN(C)C(=O)c1ccncc1)OCCCC[C@@H](C)O2 | -3 | 8
CCOc1ccccc1NC(=O)NCc1cccnc1 | -1 | 1
CCCN(C)C[C@@H]1Oc2ncc(-c3ccccc3F)cc2C(=O)N([C@@H](C)CO)C[C@@H]1C | x | -1
Cc1noc(C)c1S(=O)(=O)Nc1ccc2c(c1)C(=O)N([C@H](C)CO)C[C@H](C)[C@H](CN(C)C)OCCCC[C@@H](C)O2 | -1 | 10
C[C@H]1CN([C@@H](C)CO)C(=O)Cc2cc(NC(=O)Nc3ccccc3)ccc2O[C@H]1CN(C)S(=O)(=O)c1cccs1 | 0 | x
CC(C)(C)c1ccc(S(=O)(=O)CCSc2nc3ccccc3o2)cc1 | -1 | -4
C[C@H](CO)N1C[C@H](C)[C@@H](CN(C)Cc2cccnc2)Oc2ncc(-c3cccc(C#N)c3)cc2C1=O | x | -1
COc1ccccc1CN(C)C[C@H]1OCc2cn(nn2)CCCC(=O)N([C@@H](C)CO)C[C@@H]1C | 5 | 6
CC(C)(C)c1ccc(OCC(=O)NCc2cccnc2)c(Br)c1 | 1 | 8
Cc1ccc(S(=O)(=O)Nc2ccc3c(c2)CC(=O)N([C@@H](C)CO)C[C@H](C)[C@@H](CN(C)CC2CC2)O3)cc1 | 1 | x
C[C@@H]1CN([C@@H](C)CO)C(=O)c2cccc(NC(=O)Nc3ccc(F)cc3)c2O[C@@H]1CN(C)S(=O)(=O)c1cn(C)cn1 | x | 9
O=C(NCC1CCCO1)c1ccc2c(=O)n(-c3ccccc3)c(=S)[nH]c2c1 (stereo not drawn) | -1 | x
C[C@@H]1CN([C@H](C)CO)S(=O)(=O)c2ccc(-c3ccccc3F)cc2O[C@H]1CN(C)Cc1cccnc1 | x | -28
C[C@@H]1CN([C@H](C)CO)S(=O)(=O)c2ccc(-c3cccc(C(=O)N(C)C)c3)cc2O[C@@H]1CN(C)C(=O)Nc1ccc(F)cc1 | x | 2
O=C1CC(c2ccccc2)C(=O)N1c1ccc(F)cc1 (stereo not drawn) | 0 | x
C[C@@H]1CN([C@H](C)CO)C(=O)CCCn2cc(nn2)CO[C@H]1CN(C)C(=O)c1ccncc1 | 0 | x
COc1ccccc1NC(=O)N(C)C[C@@H]1OCc2cnnn2CCCC(=O)N([C@@H](C)CO)C[C@H]1C | 1 | -2
C[C@H](CO)N1C[C@H](C)[C@@H](CN(C)S(=O)(=O)c2cccs2)Oc2c(NC(=O)c3ccncc3)cccc2C1=O | x | 4
C[C@H]1CN([C@@H](C)CO)C(=O)c2cccc(N(C)C)c2O[C@H]1CN(C)Cc1ccc(C(=O)O)cc1 | x | 0
COc1ccc(NC(=O)CS(=O)(=O)c2ccc(C)cc2)c(OC)c1 | -3 | -4
Cc1ccc(S(=O)(=O)N(C)C[C@@H]2Oc3ccc(NS(=O)(=O)c4cccs4)cc3CC(=O)N([C@H](C)CO)C[C@@H]2C)cc1 | -4 | x
COc1ccc(C(=O)c2oc3ccccc3c2NC(=O)COc2ccc(F)cc2)cc1 | 0 | 20
COC(=O)C(CC#Cc1ccc2c(c1)[C@]1(C(=O)N2)[C@H](c2ccc(O)cc2)N2[C@H](c3ccccc3)[C@H](c3ccccc3)OC(=O)[C@H]2[C@@H]1C(=O)N1CCCCCCC1)C(=O)OC | 6 | x
C[C@H]1CN([C@@H](C)CO)C(=O)CCCn2nncc2CO[C@@H]1CN(C)CC1CC1 | 1 | x
C[C@@H]1CN([C@H](C)CO)C(=O)Cc2cc(NC(=O)CCC(F)(F)F)ccc2O[C@H]1CN(C)S(=O)(=O)c1ccccc1 | x | 10
CC(C)NC(=O)N(C)C[C@H]1Oc2ccc(NC(=O)CCC(F)(F)F)cc2C(=O)N([C@@H](C)CO)C[C@H]1C | x | 18
CN=C(NC#N)NCCSCc1csc(N=C(N)N)n1 | x | -3
Cc1nn(CC(=O)Nc2ccc3c(c2)nc(CN2CCCC2)n3C)c(=O)c2ccccc12 | 2 | 11
CCc1nnc(Cn2nnc3c(=O)[nH]c(C(=O)Nc4ccc(C)cc4)nc32)s1 | x | 1
C[C@@H]1CCCCO[C@H](CN(C)Cc2ccc3c(c2)OCO3)[C@@H](C)CN([C@H](C)CO)C(=O)c2cc(NC(=O)NC3CCCCC3)ccc2O1 | 2 | x
COc1ccc(CC(=O)Nc2cccc(-c3nnc(-c4ccc(C)cc4)o3)c2)cc1OC | 0 | 5
C[C@@H]1CCCCO[C@H](CN(C)C)[C@H](C)CN([C@@H](C)CO)C(=O)c2cc(NC(=O)Nc3ccc4c(c3)OCO4)ccc2O1 | x | 4
C[C@H]1CN([C@@H](C)CO)C(=O)Cc2cc(NC(=O)NC3CCCCC3)ccc2O[C@H]1CN(C)S(C)(=O)=O | -2 | x

Five compounds already listed, ordered by molar mass, falling.
SMILES | STK33 inh | p53 PUMA act
C[C@@H]1CCCCO[C@H](CN(C)Cc2ccc3c(c2)OCO3)[C@@H](C)CN([C@H](C)CO)C(=O)c2cc(NC(=O)NC3CCCCC3)ccc2O1 | 2 | x
C[C@@H]1CCCCO[C@H](CN(C)C)[C@H](C)CN([C@@H](C)CO)C(=O)c2cc(NC(=O)Nc3ccc4c(c3)OCO4)ccc2O1 | x | 4
CC(C)NC(=O)N(C)C[C@H]1Oc2ccc(NC(=O)CCC(F)(F)F)cc2C(=O)N([C@@H](C)CO)C[C@H]1C | x | 18
CCc1nnc(Cn2nnc3c(=O)[nH]c(C(=O)Nc4ccc(C)cc4)nc32)s1 | x | 1
CN=C(NC#N)NCCSCc1csc(N=C(N)N)n1 | x | -3
